FLuc act counter = affects firefly luciferase, flagging false hits in luciferase stimulation screens. P08659. ATPlite luciferase biochemical, luminescence, 10 min; 0 = ATP-free wells, 1 = DMSO control. activation factor at 10 µM. 200,000 tested, under 10 active. AID 1027;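 active = luciferase activation factor, scaled between plate controls, of at least 2 with compound at 10 µM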
Target sequence (P08659 whole entry, looked up): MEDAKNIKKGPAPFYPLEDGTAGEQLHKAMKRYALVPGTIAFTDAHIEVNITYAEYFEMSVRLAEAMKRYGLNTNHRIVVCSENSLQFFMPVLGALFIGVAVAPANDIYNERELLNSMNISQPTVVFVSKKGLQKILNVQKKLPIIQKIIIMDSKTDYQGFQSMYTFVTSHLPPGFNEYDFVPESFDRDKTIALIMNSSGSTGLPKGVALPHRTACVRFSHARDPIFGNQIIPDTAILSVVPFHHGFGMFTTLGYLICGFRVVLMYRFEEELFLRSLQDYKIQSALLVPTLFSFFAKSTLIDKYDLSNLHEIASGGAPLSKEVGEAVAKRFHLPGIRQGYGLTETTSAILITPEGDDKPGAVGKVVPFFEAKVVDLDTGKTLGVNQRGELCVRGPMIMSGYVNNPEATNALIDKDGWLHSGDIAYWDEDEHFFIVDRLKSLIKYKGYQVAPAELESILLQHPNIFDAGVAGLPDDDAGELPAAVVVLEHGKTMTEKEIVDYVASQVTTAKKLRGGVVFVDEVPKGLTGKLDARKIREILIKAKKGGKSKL
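Assay system: Luciferase/luciferin detection reagent, cell-free biochemical luciferase assay / Also added: ATP substrate / Schedule: 10 min at ambient temperature / Measured by: luminescence measurement of luciferase light output / Benchmarks: low control with PBS replacing ATP, high control enzyme plus ATP without compound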
TNAP act hi DEA = activators of human TNAP at high phosphate acceptor concentration | P05186 | purified TNAP, CDP-star luminescence, 1 M DEA, 30 min; active compounds read high; 0 = EDTA background, 1 = DMSO-only activity | activation factor at 20 µM | 200,000 tested, under 10 active | AID 1136;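 active = activation factor at least 2 at 20 µM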
Target sequence (P05186 whole entry, looked up): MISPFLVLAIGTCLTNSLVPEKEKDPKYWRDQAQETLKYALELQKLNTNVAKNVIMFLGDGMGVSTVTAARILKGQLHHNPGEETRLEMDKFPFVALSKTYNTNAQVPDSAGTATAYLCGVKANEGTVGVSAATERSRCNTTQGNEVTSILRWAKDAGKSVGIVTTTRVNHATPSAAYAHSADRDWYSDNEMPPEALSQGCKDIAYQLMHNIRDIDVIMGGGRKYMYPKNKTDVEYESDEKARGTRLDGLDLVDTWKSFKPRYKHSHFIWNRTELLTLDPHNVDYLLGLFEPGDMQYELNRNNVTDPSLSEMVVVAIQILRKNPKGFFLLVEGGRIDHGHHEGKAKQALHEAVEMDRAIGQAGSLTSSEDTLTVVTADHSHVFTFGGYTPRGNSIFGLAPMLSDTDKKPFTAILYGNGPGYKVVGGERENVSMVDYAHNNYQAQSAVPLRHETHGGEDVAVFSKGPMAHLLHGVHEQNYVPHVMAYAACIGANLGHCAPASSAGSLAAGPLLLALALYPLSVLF
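Test system – human TNAP · Doses – 20 µM single point · Incubation – 30 min, room temperature · Signal – luminescent substrate turnover signal · Read-out basis – activation factor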
FLuc inh counter = inhibits firefly luciferase, flagging false hits in luciferase inhibition screens; ATPLite firefly luciferase biochemical luminescence, 10 min; inhibition, % at 10 µM; 200,000 compounds, 1.5% hits;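 active = inhibition above about 50% when tested at 10 µM, limit read from the data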
L major viab = Leishmania major promastigote growth inhibition; Leishmania major promastigotes, resazurin fluorescence viability; inhibition, % at 10 µM; 200,000 compounds, 9% hits; AID 1063; in the data active = inhibition above about 50%;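 also: promastigotes grown with compound for 44 hours at 28 °C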
APP transl inh = APP translation inhibition; SH-SY5Y APP 5'UTR-luciferase reporter, luminescence; inhibition, % at 2 µM; 190,000 compounds, 0.82% hits;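 active = inhibition above a set limit, derived from the sample mean plus 3 SD, cut at about 45% in these data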; also: values of inactives mirror those of a sister screen read the other way
bIAP inhibitor = blocks bovine intestinal alkaline phosphatase activity; 190,000 tested, under 10 active; purified bovine IAP, CDP-star luminescence, 30 min; AID 1019; inhibition, % at 20 µM;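 active = over 50% inhibition of intestinal alkaline phosphatase at 20 µM in the single-dose screen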
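Assay system: bovine IAP enzyme; medium: DEA buffer 100 mM, pH 9.8, with MgCl2 1.0 mM, ZnCl2 0.02 mM; doses: 20 µM single dose; incubation: enzyme reaction for 30 min at room temperature; detection: CDP-star luminescence signal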
TNAP inh no acc = inhibitors of human TNAP without phosphate acceptor; P05186; purified TNAP, CDP-star luminescence, 30 min; inhibition, % at 20 µM; 200,000 compounds, 0.26% hits; AID 1012;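 active = tissue-nonspecific alkaline phosphatase inhibition above about 50% at 20 µM in the single-dose screen, limit read from the data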;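 also: 0% = DMSO negative control and 100% = EDTA positive control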
bIAP act = intestinal alkaline phosphatase (bovine) activation | activation factor at 20 µM | 200,000 compounds, 0.17% hits | purified bovine IAP, CDP-star luminescence, 30 min; active compounds read high; fold of DMSO-control signal, blank-subtracted | AID 1016;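 active = activation factor of 2 or more at 20 µM, a signal rise over negative controls twice the positive control's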
TNAP inh hi DEA = TNAP (human) inhibition, high acceptor | inhibition, % at 20 µM | purified TNAP, CDP-star luminescence, 1 M DEA | 200,000 compounds, 0.03% hits | P05186;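 active = over 50% inhibition of tissue-nonspecific alkaline phosphatase at 20 µM in the single-dose screen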;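 also: plate controls were DMSO wells for no effect and EDTA-quenched wells as full inhibition for full effect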
RAM network inh = blocks the yeast RAM network | S. cerevisiae dse1pr::URA3 reporter, 5-FOA growth OD615, 2 d; analog-sensitive cbk1-as2 kinase mutant strain | inhibition, % at 50 µM | 190,000 compounds, 1.8% hits | AID 868;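 active = inhibition above a set limit, 3 SD over mean compound inhibition, cut at about 8.4% in these data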;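 also: 0% = DMSO-only wells with no growth and 100% = 10 µM 1-NA-PP1 full growth; inhibition rescues growth on 5-FOA so higher OD means more RAM inhibition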
Active calls of the source: *.

SMILES | FLuc act counter | TNAP act hi DEA | FLuc inh counter | L major viab | APP transl inh | bIAP inhibitor | TNAP inh no acc | bIAP act | TNAP inh hi DEA | RAM network inh
O=C1CCCC2=C1C1(CCCCC1)N=C(Nc1nc3ccccc3o1)N2 | 1 | 1 | -2 | 30 | 6 | -14 | 4 | 1.1 | -1 | 5.5
CC1CCCC(NC(=O)COC(=O)c2ccc(N(C)C)cc2)C1C (stereo not given) | 1 | 0.9 | -1 | 0 | -12 | 0 | -1 | 1 | 6 | -0.1
O=C(CCNS(=O)(=O)c1ccc(Cl)cc1)N1CCN(Cc2ccccc2)CC1 | 1 | 1 | -4 | 12 | 0 | -4 | -10 | 1 | -3 | -0.7
Cc1ccc(CNC(=O)CCCc2ccccc2)cc1 | 1.1 | 1.1 | -5 | -8 | -10 | 8 | -12 | 0.9 | -7 | 2.4
Cc1ccc(S(=O)(=O)N2CCC(C(=O)N/N=C/c3ccccc3[N+](=O)[O-])CC2)cc1 | 1 | 0.9 | -4 | -4 | 3 | 12 | -6 | 0.9 | 5 | 1.8
CC1Cc2ccccc2N1S(=O)(=O)c1cccc(C(=O)N2CCN(c3ncccn3)CC2)c1 (stereo not given) | 1.1 | 1 | -6 | 77* | 14 | -6 | -3 | 1.1 | -5 | 0.2
COC(=O)[C@@H]1CCCN1C(=O)CCc1nnc(CCc2c[nH]c3ccccc23)o1 | 1 | 1.1 | -3 | 2 | 20 | -18 | -28 | 1.2 | -9 | 0.7
Fc1ccc(-c2csc(N3CCC(c4ccccc4)C3)n2)cc1 (stereo not given) | 0.7 | 1.1 | 34 | -5 | -43 | 10 | -1 | 0.9 | -10 | 3.4
C=C(C)Cn1c(CCNC(=O)C(C)(C)C)nc2ccccc21 | 1.1 | 1 | -8 | -3 | 3 | 0 | -12 | 1 | -5 | 0.7
O=C(Cn1c(-c2cscn2)nc2ccccc21)Nc1ccc(Cl)cc1 | 1.1 | 1 | -8 | 16 | 9 | 11 | -9 | 0.9 | -3 | 4.5
CCN(Cc1ccncc1)Cc1nc(CC2CC2)no1 | 1 | 1 | -5 | -11 | 11 | 0 | -5 | 1 | 0 | 4.6
Cc1ccc(C2=CSC3=NCCN23)c(C)c1 | 1.1 | 1 | -6 | -6 | -10 | 10 | -2 | 0.9 | -4 | 0.3
Cc1ccc(CNC(=O)CSc2c3c(nc4cc(Cl)ccc24)CCCC3)o1 | 1.1 | 1 | -7 | 44 | -25 | 4 | -2 | 1 | -1 | 0.7
Cc1csc(C2=C(O)CN(c3ccc4c(c3)OCCOCCOCCOCCO4)C2=N)n1 | 1.1 | 1.1 | -9 | -3 | 0 | -44 | -8 | 1.4 | -7 | 1.2
CC(C)=CCc1c(C)nc2ccccc2c1C(=O)O | 1.1 | 1 | -7 | 2 | -5 | -1 | -8 | 1 | -1 | 0.5
Brc1ccc2c(c1)CNc1c(ncnc1N1CCOCC1)O2 | 1 | 1 | -3 | -4 | 2 | -5 | -11 | 1 | -1 | 2.9
O=C(O)CC1S/C(=N\N=C/c2ccccc2)N(c2ccc(O)cc2)C1=O (stereo not given) | 1 | 1 | -3 | -3 | 8 | 9 | -15 | 0.9 | -4 | 0.8
CC(=O)N1CCC(=NNc2nc3ccccc3s2)CC1 | 0.9 | 1.1 | 13 | 15 | -108 | -8 | -14 | 1.1 | -6 | 0.5
CNC(=O)COc1ccc(S(=O)(=O)Nc2ccccc2)cc1 | 1.1 | 1 | -7 | 0 | -4 | 1 | -6 | 1 | -5 | 1.0
CCn1cc(C(=O)OCC(=O)c2cc(C)n(-c3cccc(C(F)(F)F)c3)c2C)c(=O)c2ccc(C)nc21 | 1 | 1 | 4 | -8 | -10 | 22 | -7 | 0.8 | -2 | 4.4
Cc1ccccc1N1C(=O)CC1(C#N)c1ccc(OCc2ccccc2)cc1 (stereo not given) | 1 | 1 | -1 | 28 | 0 | 16 | -9 | 0.8 | -5 | 11*
Cc1cccc(N2CCN(C(=O)C3CCN(S(=O)(=O)c4cnc[nH]4)CC3)CC2)c1C | 1 | 1 | 0 | -11 | -2 | -4 | -2 | 1 | 1 | 2.9
O=C(NC1CC2CCCC(C1)N2S(=O)(=O)c1ccccc1)c1ccco1 (stereo not given) | 1 | 1 | -1 | 2 | 1 | -9 | -3 | 1.1 | 2 | -0.8
CC(c1nnc(SCC(=O)c2c(N)n(C)c(=O)n(C)c2=O)n1-c1ccc(Cl)cc1)N(C)C (stereo not given) | 1 | 1.1 | -1 | 9 | 6 | -3 | -5 | 1 | -8 | 0.2
COc1cccc(C(=O)NC(=S)Nc2cccnc2)c1 | 0.9 | 1 | 9 | 5 | -21 | 17 | -4 | 0.8 | -1 | 1.4
CCCSc1nc2sc3c(c2c(=O)[nH]1)CC(C)CC3 (stereo not given) | 1 | 1 | 4 | -3 | -16 | -4 | 0 | 1 | 2 | 3.6
CC(=O)Nc1ccc(NC(=O)Cc2sc(-c3cccnc3)nc2-c2ccc(C)cc2)cc1 | 1.1 | 1.1 | -7 | -4 | 2 | -6 | -12 | 1.1 | -9 | 1.1
Cc1cc(C)n2nc(C(=O)OCCOc3ccc(F)cc3)nc2n1 | 0.9 | 1 | 6 | -15 | -8 | -3 | -6 | 1 | 3 | 1.5
CCn1nc2cc(C(=O)NCCc3cccs3)ccc2c1OC | 0.7 | 1 | 32 | -5 | -131 | 4 | -3 | 1 | 1 | -0.4
COc1cccc(-n2c(Cn3nc(C(F)F)cc3C(F)F)n[nH]c2=S)c1 | 1 | 1 | -1 | -3 | -5 | 32 | -6 | 0.7 | -5 | 1.3

Four entries from above, sorted by count of non-hydrogen atoms, smallest number first:
SMILES | FLuc act counter | TNAP act hi DEA | FLuc inh counter | L major viab | APP transl inh | bIAP inhibitor | TNAP inh no acc | bIAP act | TNAP inh hi DEA | RAM network inh
CC(C)=CCc1c(C)nc2ccccc2c1C(=O)O | 1.1 | 1 | -7 | 2 | -5 | -1 | -8 | 1 | -1 | 0.5
CC(=O)N1CCC(=NNc2nc3ccccc3s2)CC1 | 0.9 | 1.1 | 13 | 15 | -108 | -8 | -14 | 1.1 | -6 | 0.5
Brc1ccc2c(c1)CNc1c(ncnc1N1CCOCC1)O2 | 1 | 1 | -3 | -4 | 2 | -5 | -11 | 1 | -1 | 2.9
CC(c1nnc(SCC(=O)c2c(N)n(C)c(=O)n(C)c2=O)n1-c1ccc(Cl)cc1)N(C)C (stereo not given) | 1 | 1.1 | -1 | 9 | 6 | -3 | -5 | 1 | -8 | 0.2

(more compounds)
SMILES | FLuc act counter | TNAP act hi DEA | FLuc inh counter | L major viab | APP transl inh | bIAP inhibitor | TNAP inh no acc | bIAP act | TNAP inh hi DEA | RAM network inh
O=C(/C=C/c1ccc(F)cc1)c1ccccc1Br | 1 | 1 | 3 | 94* | 0 | 4 | -7 | 1 | 1 | -1.9
O=[N+]([O-])c1ccc(NC(=S)NCCc2ccc(Cl)cc2)cc1 | 1.1 | 0.9 | -5 | 91* | 5 | 21 | 2 | 0.8 | 6 | 2.9
COc1cc(NC(=O)c2c(Cl)cnn2C)c(OC)cc1Cl | 1.1 | 1 | -7 | -7 | 5 | 2 | -4 | 1 | -3 | 0.8
Cc1cc(NCC2CCCO2)n2c(nc3ccccc32)c1C#N (stereo not given) | 1 | 1.1 | -1 | 13 | 9 | -24 | -18 | 1.2 | -8 | -0.9
N#Cc1sc2nc(C3CC3)cc(-c3ccc(Cl)cc3)c2c1N | 1.1 | 1 | -7 | 9 | 16 | 2 | -32 | 1 | -5 | 0.9
CCOc1ccccc1NC(=O)C(Sc1nnc2ccccn12)c1ccccc1 (stereo not given) | 1 | 1 | -4 | -7 | -20 | 31 | -8 | 0.7 | -2 | 2.5
O=C(O)CSc1nnc2c(n1)[nH]c1ccccc12 | 1 | 0.9 | 2 | -9 | -31 | -5 | 7 | 1 | 6 | 1.3
CC[n+]1cccc(-c2nc3ccccc3s2)c1 | 1 | 1 | 0 | 2 | -6 | 7 | -10 | 0.9 | -1 | -1.0
COCc1cccc(NC(=O)Cc2cccc3ccccc23)c1 | 1 | 1 | 0 | 8 | -14 | 10 | -9 | 0.9 | -2 | 2.1
O=C(O)c1cc(NC(=O)c2ccccc2[N+](=O)[O-])ccc1O | 1 | 1 | -2 | -10 | -10 | 3 | -4 | 1 | 1 | 1.9
COc1ccc(NC(=S)NN2CCN(C)CC2)cc1OC | 1.1 | 1 | -5 | -5 | 6 | 1 | -14 | 1 | -2 | -0.9
Cc1ccc(NC(=O)c2ccccc2NC(=O)Cc2ccccc2)cc1 | 1 | 1 | -4 | 8 | -13 | -2 | -14 | 1 | -1 | 3.1
COC(=O)c1ccc(-c2noc(CN(C)CC3CCCCO3)n2)cc1 (stereo not given) | 1 | 0.9 | 4 | -3 | -14 | -4 | 7 | 1 | 8 | -0.7
Cc1ccc(N2CC(C(=O)OCC(=O)Nc3ccccc3F)CC2=O)cc1 (stereo not given) | 1 | 1 | -4 | -3 | -10 | 4 | -10 | 1 | -1 | 0.6
OCCN(CCO)c1ccc(C(c2ccccc2Cl)c2ccc(N(CCO)CCO)cc2Cl)c(Cl)c1 | 1 | 1 | -3 | -3 | 6 | 0 | -6 | 1 | 1 | 5.6
O=C(NCCSc1ccccn1)c1ccc(Cl)cc1 | 0.8 | 1 | 22 | 7 | -209 | 12 | -9 | 0.9 | 0 | 3.6
CCC(C)NC(=O)CN(c1ccc2c(c1)OCO2)S(=O)(=O)c1c(C)n[nH]c1C (stereo not given) | 1.1 | 1 | -5 | 0 | -4 | -21 | 11 | 1.2 | -2 | 1.2
CC1(C)CC(=O)C2=C(C1)N(CCN1CCOCC1)C1=C(C(=O)CC(C)(C)C1)C2c1cccc(F)c1 | 1.1 | 1 | -7 | 0 | -8 | -19 | -36 | 1.2 | -1 | 0.7
Nc1nnc(-c2ccc(F)cc2)s1 | 1 | 1 | 1 | -2 | -7 | -8 | -8 | 1.1 | -4 | 1.0
CCC(=O)Nc1nc(-c2ccc3c(c2)OCCO3)cs1 | 0.6 | 1 | 38 | -5 | -147 | 18 | -16 | 0.8 | -2 | -0.5
CC(Sc1nnc(-c2cccnc2)n1-c1ccccc1F)C(=O)N1CCCc2ccccc21 (stereo not given) | 1 | 1 | -2 | 23 | 4 | 5 | -5 | 1 | 1 | 1.0
O=Cc1ccc(-n2cncn2)cc1 | 1 | 1 | -4 | -9 | -20 | -1 | -7 | 1 | -1 | -0.9
O=[N+]([O-])c1cc(Br)c(O)c(C=Nc2ccc(N3CCOCC3)cc2)c1 | 0.9 | 0.9 | 8 | 3 | 33 | -1 | 0 | 1 | 14 | 3.7
O=C(CN(c1ccc(F)cc1)S(=O)(=O)c1ccc2c(c1)OCCO2)NCc1cccnc1 | 1 | 1.1 | -4 | 29 | -2 | 1 | -14 | 1 | -6 | 1.9
COc1ccc(C[C@H]2CN3C(=NC[C@@H]3C(C)C)N2CCNC(=O)CCC2CCCCC2)cc1 | 1 | 1.1 | -4 | 34 | -8 | -15 | -12 | 1.1 | -8 | -0.4
COc1ccc(NC(=O)CSc2nc(NS(=O)(=O)c3ccc(C)cc3)cc(=O)[nH]2)cc1 | 1 | 1.1 | -1 | 11 | 4 | 32 | -9 | 0.7 | -6 | -0.1

High-throughput results from PubChem BioAssay.
